High-throughput results deposited in PubChem by several laboratories.
KRASV12 cytotoxicity – cytotoxicity in KRAS-transformed pancreatic duct cells, primary screen, cell-based, fluorescence, HTS (AID 431); HPDE-C7K KRASV12 cells, Alamar Blue viability, 48 h; higher % means a stronger effect; cytotoxicity, % at 10 µM, or EC50 in µM where a hit was titrated; 63,000 compounds, 1.7% hits;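 active = compounds whose percent cytotoxicity in the single-dose primary screen, scaled between solvent and toxic-drug controls, exceeds 50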;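 note: 0% = DMSO solvent wells and 100% = doxorubicin-treated wells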
MK inhibit – S. pneumoniae MK inhibitors, primary screen, biochemical, PK/LDH-coupled NADH absorbance. mevalonate kinase [Streptococcus pneumoniae D39]. purified MK, PK/LDH-coupled NADH absorbance 340 nm. inhibition, % at 10 µM. 65,000 compounds, 0.48% hits. AID 555, 2006;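 active = ranked among the strongest by inhibition in the single 10 µM screen, a fixed top-ranked set picked for dose follow-up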; note: no value below 0 was filed
Spn PMK inh – S. pneumoniae PMK inhibitors, primary screen, biochemical, mevalonate pathway, pilot trial included; inhibition, % at 10 µM; phosphomevalonate kinase (Streptococcus pneumoniae D39); 65,000 compounds, 0.49% hits; purified PMK, PK/LDH-coupled NADH absorbance 340 nm;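 active = top-ranked compounds by inhibition in the single 10 µM screen, taking a fixed number of the strongest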;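 note: 0% = full reaction with DMSO carrier and 100% = background rate without enzyme reaction; no value below 0 was filed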
Alkaline phosphatase – human TNAP enzyme inhibitors, biochemical, luminescent (AID 518) | purified TNAP enzyme, luminescent substrate readout; higher % means a stronger effect | one-dose inhibition, % at 20 µM; IC50 in µM for titrated hits | 64,000 compounds, 0.09% hits; in the data active = a potency from the dose series; inactive = the rest, 99 in 100 with inhibition below about 22%;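 note: plate controls were vehicle for no effect and reference inhibitor for full effect; many of its hits are not listed in these tables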
HT1080 viability – cytotoxicity in HT1080 fibrosarcoma cells, cell-based, fluorescence readout (AID 620); cytotoxicity, % at 10 µM; hits with a dose series show EC50 in µM; HT1080 viability, fluorescence; higher % means a stronger effect; 87,000 compounds, 0.42% hits;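 note: cells exposed to compound overnight then 4 h with Alamar Blue; 0% = vehicle DMSO and 100% = killing control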
LYP inhibition – LYP phosphatase inhibitors, primary screen, biochemical, DiFMUP fluorescence, recombinant catalytic domain, 10 µM (AID 606); Tyrosine-protein phosphatase non-receptor type 22 (Homo sapiens); recombinant LYP catalytic domain, DiFMUP fluorescence; higher % means a stronger effect; 52,000 tested, under 10 active; inhibition, % at 10 µM; hits with a dose series show IC50 in µM;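 active = IC50 under 40 µM in the dose-response test; inactive = IC50 of 40 µM or more, or never dose-tested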
Bfl-1 inhibitors – Bfl-1 inhibitors, primary screen, biochemical, fluorescence polarization, FITC-Bid, mouse (AID 432); Bcl-2-related protein A1 (Mus musculus); FITC-Bid BH3 peptide fluorescence polarization displacement; higher % means a stronger effect; displacement, % at 20 µM; hits with a dose series show IC50 in µM; 64,000 compounds, 0.02% hits; in the data active = a potency from the dose series; inactive = the rest, 99 in 100 with displacement below about 15%; note: strong numbers were not always called active
DPM-DC inhibit – S. pneumoniae DPM-DC inhibitors, primary screen, biochemical, PK/LDH-coupled NADH fluorescence | diphosphomevalonate decarboxylase (Streptococcus pneumoniae D39) | purified DPM-DC | calls only at 10 µM | 65,000 compounds, 0.49% hits | AID 556, 2006;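 active = the 320 compounds with the highest percent inhibition in the single-dose primary screen, excluding strongly autofluorescent ones, cut at about 32% in these data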;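 note: kinetic rate of NADH fluorescence loss reporting ADP formed by the decarboxylase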
HPDE-C7 cytotoxicity – cytotoxicity in HPDE-C7 cells, cell-based, fluorescence, HTS (AID 430) | HPDE-C7 pancreatic duct cells viability, fluorescence; higher % means a stronger effect | cytotoxicity, % at 10 µM, or EC50 in µM where a hit was titrated | 63,000 compounds, 1.8% hits;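 note: cells exposed to compound for 48 hours before viability readout; 0% = vehicle and 100% = reference cytotoxic drug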
Spn PMK inh pilot replicates – recorded beside Spn PMK inh, whose call it bears; inhibition, %; measured here: pilot screen replicates
MK inhibit pilot replicates – second read-out of MK inhibit, no call of its own (marks repeat the call); inhibition, %; measured here: pilot screen replicates
DPM-DC inhibit pilot screen % – recorded beside DPM-DC inhibit, whose call it bears; inhibition, %; measured here: pilot screen trials
Starred values were filed as active, the others as inactive; i = inactive; · = no result given. Cut-off read from the data, not from the text of the source, unless noted: active = cytotoxicity above about 50%; inactive = the rest.

SMILES	KRASV12 cytotoxicity	MK inhibit	Spn PMK inh	Alkaline phosphatase	HT1080 viability	LYP inhibition	Bfl-1 inhibitors	DPM-DC inhibit	HPDE-C7 cytotoxicity	others
CCN(CC)S(=O)(=O)c1ccc2[nH]cc(C(=O)NCCC3=CCCCC3)c(=O)c2c1	-8%	0	16	16%	-4%	·	1%	i	-10%	Spn PMK inh pilot replicates=2.5;MK inhibit pilot replicates=0.0;DPM-DC inhibit pilot screen %=7.0
CSc1nc(NC(C)=O)nc(C)c1Cl	-28%	0	5	15%	23%	-15%	-16%	i	-19%
CC1(C)CC(=O)C2=C(C1)NC(SCC(=O)Nc1ccccc1)=C(C#N)C21CCCCC1	-10%	10	1	6%	1%	-8%	-3%	i	-19%
CC(C)C(=O)Nc1ccc(NC(=O)c2cccs2)cn1	-5%	7	5	3%	-6%	12%	-7%	i	-7%
Cc1ccc(C2C(C#N)=C(N)SC(N)=C2C#N)c(C)c1	4%	1	3	13%	-5%	0%	-32%	i	2%
O=c1c2cn[nH]c2nc(SCc2ccc3c(c2)OCCO3)n1-c1ccccc1	50%	5	6	7%	5%	·	-2%	i	43%	Spn PMK inh pilot replicates=12;MK inhibit pilot replicates=6.0;DPM-DC inhibit pilot screen %=1.5
Cc1nc2cc(NC(=O)N3CCN(c4ccccn4)CC3)ccc2o1	6%	5	5	8%	12%	-4%	2%	i	5%
CCOc1cc(C)c(Cl)cc1S(=O)(=O)NCc1ccc2c(c1)OCO2	11%	2	5	2%	8%	8%	2%	i	6%
CCN(CC)C(=O)C1CCCN(C/C(C)=C/c2ccccc2)C1 (stereo not drawn)	-9%	36	26*	3%	-7%	·	-4%	i	-9%
Cc1nnc(SCC(=O)Nc2cc(C(F)(F)F)ccc2N2CCOCC2)o1	-3%	13	5	7%	7%	0%	0%	i	13%	Spn PMK inh pilot replicates=2.0;MK inhibit pilot replicates=4.0;DPM-DC inhibit pilot screen %=0.0
Cc1nc(NC(C)C)c2oc3ccccc3c2n1	0%	13	13	11%	-2%	·	-1%	i	10%
CSc1ccccc1NC(=O)COc1ccc(S(=O)(=O)N2CCCC2)cc1	3%	1	3	4%	-3%	7%	2%	i	-3%
CCSc1nnc2c(n1)OC=Nc1ccc(Br)cc1-2	48%	i	1	3%	18%	16%	4%	i	-16%	Spn PMK inh pilot replicates=2.5;MK inhibit pilot replicates=0.0;DPM-DC inhibit pilot screen %=0.0
CCC(=O)N1CCN(c2ccc(NC(=O)c3ccco3)cc2)CC1	-7%	14	0	8%	0%	1%	5%	i	-12%
COC(=O)Nc1ccc(OCc2ccccc2)cc1	0%	8	6	12%	7%	9%	4%	i	-1%
Cc1cc(Cl)c(S(=O)(=O)NCC2CCCO2)cc1OCC(N)=O (stereo not drawn)	0%	4	1	6%	-2%	1%	1%	i	-1%
COC(=O)n1c(=O)oc2cc(S(=O)(=O)N3CCCCC3)ccc21	-5%	6	9	12%	14%	-2%	-6%	i	0%
O=C(NO)C1CC2C=CC1C2 (stereo not drawn)	3%	6	12	7%	-3%	2%	3%	i	7%
[N-]=[N+]=CC(=O)CNC(=O)[C@@H](Cc1ccccc1)N1C(=O)c2ccccc2C1=O	0%	4	3	7%	6%	12%	-7%	i	-5%
CCC(C)N(C(=O)c1csnn1)C(C(=O)NCc1ccc(F)cc1)c1ccco1 (stereo not drawn)	5%	10	10	7%	-2%	-3%	-8%	i	-8%
COCCOC(=O)C1=C(N)OC2=C(C(=O)CC(C)(C)C2)C1c1cccnc1 (stereo not drawn)	-7%	11	2	7%	6%	14%	-6%	i	5%	Spn PMK inh pilot replicates=3.0;MK inhibit pilot replicates=0.0;DPM-DC inhibit pilot screen %=1.0
Cc1ccc(S(=O)(=O)NC(CC(=O)O)c2ccco2)cc1 (stereo not drawn)	2%	1	3	10%	2%	8%	-2%	i	-11%
COc1ccc2c(Cl)c(-c3nnc(SCC(N)=O)n3C)sc2c1	8%	7	5	7%	3%	-4%	1%	i	-6%
COc1ccc(C(c2sc3ncnn3c2O)N2CC(C)OC(C)C2)cc1OC (stereo not drawn)	-16%	2	7	-2%	2%	5%	-1%	i	-32%
Cc1ccc(C(=O)c2coc3ccc(O)c(CN4CCN(C)CC4)c23)cc1	-9%	0	7	7%	-3%	·	-2%	i	-6%

Overlap with the part before: three compounds, then new ones.
SMILES	KRASV12 cytotoxicity	MK inhibit	Spn PMK inh	Alkaline phosphatase	HT1080 viability	LYP inhibition	Bfl-1 inhibitors	DPM-DC inhibit	HPDE-C7 cytotoxicity	others
COc1ccc2c(Cl)c(-c3nnc(SCC(N)=O)n3C)sc2c1	8%	7	5	7%	3%	-4%	1%	i	-6%
COc1ccc(C(c2sc3ncnn3c2O)N2CC(C)OC(C)C2)cc1OC (stereo not drawn)	-16%	2	7	-2%	2%	5%	-1%	i	-32%
Cc1ccc(C(=O)c2coc3ccc(O)c(CN4CCN(C)CC4)c23)cc1	-9%	0	7	7%	-3%	·	-2%	i	-6%
COc1ccccc1-n1c(=O)[nH]c2c(C(N)=O)nc(-c3cccnc3)nc21	15%	2	8	13%	-2%	5%	-8%	·	20%	Spn PMK inh pilot replicates=5.0;MK inhibit pilot replicates=2.0
CCCS(=O)(=O)N1CCCC(C(=O)N2CCC(Cc3ccccc3)CC2)C1 (stereo not drawn)	8%	4	8	1%	6%	-5%	0%	i	0%	Spn PMK inh pilot replicates=1.5;MK inhibit pilot replicates=0.0;DPM-DC inhibit pilot screen %=1.0
Cc1cc(C)n(CC(=O)n2c3c(c4ccccc42)CCCC3)n1	-5%	2	8	13%	2%	4%	3%	i	-19%	Spn PMK inh pilot replicates=6.5;MK inhibit pilot replicates=0.0;DPM-DC inhibit pilot screen %=4.0
CC(=O)NC1(C(F)(F)F)C(=O)NC(C)=C1C#N (stereo not drawn)	6%	0	0	-1%	-7%	-3%	0%	i	6%
C1CN(c2nc3nonc3nc2N2CCOCC2)CCO1	3%	0	6	8%	8%	11%	-1%	i	5%
COc1ccc(OCC(=O)c2c(O)c3ccccc3oc2=O)cc1	14%	6	10	9%	3%	-4%	1%	i	23%
CCOC(=O)C1CCN(C(=O)CSC2=NCCS2)CC1	-10%	9	8	2%	2%	9%	-1%	i	-2%
Cc1cccc(CN2CCC(CNC(=O)C3CCCN(S(=O)(=O)c4cnc[nH]4)C3)CC2)c1 (stereo not drawn)	1%	11	6	13%	-1%	·	-7%	i	0%	Spn PMK inh pilot replicates=7.0;MK inhibit pilot replicates=1.5;DPM-DC inhibit pilot screen %=0.0
CCOc1cc2[nH]c(=S)n(CCOC)c(=O)c2cc1OCC	2%	11	4	10%	2%	8%	-3%	i	6%
CCN1CCCC1CNC(=O)CSCc1nc(-c2ccccc2C)oc1C (stereo not drawn)	9%	2	21	7%	-3%	·	0%	i	10%
O=C(O)c1ccccc1OCCOCCOc1ccccc1C(=O)O	7%	6	3	1%	6%	4%	0%	i	-1%
Cc1nc(C)c(-c2csc(Nc3cccnc3)n2)s1	11%	10	12	8%	4%	1%	-6%	i	10%
O=c1cc(CN2CCN(c3ccccc3)CC2)c2cc(O)c(-c3ccccc3)cc2o1	17%	12	14	7%	-25%	·	-6%	i	6%
c1ccc2c(c1)nc(N1CCOCC1)c1c3ccccc3[nH]c21	-52%	7	9	12%	-12%	-12%	2%	·	-22%
Cc1ccc(OCC(=O)NCc2ccco2)cc1C	-8%	6	0	16%	-3%	3%	-3%	i	-5%
COc1ccc(C2(C(=O)O)CCCC2)cc1	-2%	11	10	10%	2%	11%	-8%	i	-25%
CC1CCc2nn(CC(=O)NCc3ccc(F)cc3)cc2C1 (stereo not drawn)	9%	11	21	16%	1%	-1%	-4%	i	8%	Spn PMK inh pilot replicates=0.0;MK inhibit pilot replicates=1.0;DPM-DC inhibit pilot screen %=0.0
CCOc1ccccc1N/C=C/C(=O)C(C)(C)C	0%	6	9	10%	-5%	11%	0%	i	9%
O=C(Nc1ccccc1Cl)c1ccc2c(c1)N(Cc1ccc(F)cc1)C(=O)CS2=O (stereo not drawn)	-2%	4	9	8%	-1%	·	-5%	i	1%
CCNC(=O)NC(=O)COC(=O)c1ccccc1SCC(=O)NC(=O)NCC	21%	23	0	5%	33%	5%	-10%	·	16%
CCCOC(=O)Nc1ccccc1C(N)=O	-1%	0	0	7%	7%	2%	1%	i	-8%
COc1ccccc1C(=O)N1CCN(C(=O)COc2cccc(C)c2)CC1	3%	0	6	10%	-5%	5%	2%	i	-8%	Spn PMK inh pilot replicates=4.0;MK inhibit pilot replicates=0.0;DPM-DC inhibit pilot screen %=0.0
CCCS(=O)(=O)C(=C1NCCO1)S(=O)(=O)CCC	-8%	12	7	5%	4%	5%	3%	i	-12%
Cc1ccnc(N2CCN(c3c4c(c(C#N)c5nc6ccccc6n35)CCC4)CC2)c1	-9%	5	0	3%	-4%	8%	-9%	·	5%
CCCN1C(=O)c2cc(C(=O)NCc3ccc(OC)cc3)ccc2C1O (stereo not drawn)	-9%	10	0	10%	2%	6%	2%	i	-10%
New compounds follow
SMILES	KRASV12 cytotoxicity	MK inhibit	Spn PMK inh	Alkaline phosphatase	HT1080 viability	LYP inhibition	Bfl-1 inhibitors	DPM-DC inhibit	HPDE-C7 cytotoxicity	others
Cc1ccc(-c2[nH]nc3c2C(c2cccnc2)C(C#N)=C(N)O3)cc1 (stereo not drawn)	5%	0	22	6%	1%	·	-8%	i	5%
CC(=O)Nc1cccc(N(C)C)c1	-5%	4	2	0%	-7%	7%	-1%	i	-3%
c1ccc2c(c1)nc(NCCN1CCOCC1)c1nncn12	4%	2	1	12%	-5%	6%	2%	i	8%	Spn PMK inh pilot replicates=1.0;MK inhibit pilot replicates=0.0;DPM-DC inhibit pilot screen %=5.0
Cc1c(OCC(=O)OC(C)(C)C)ccc2c3c(c(=O)oc12)CCC3	0%	4	0	7%	11%	12%	-7%	i	-17%
Cc1oc(-c2ccc(Cl)cc2)nc1CN1CCCC(C(=O)NCc2ccccn2)C1 (stereo not drawn)	8%	0	22	-6%	23%	·	7%	i	11%
Cc1ccc(CS(=O)(=O)CCC(=O)NCCCN2CCCC2=O)cc1	-10%	12	18	7%	3%	·	4%	i	2%
CCN1CCc2c(sc(N)c2C#N)C1	-10%	10	7	6%	1%	-8%	-5%	i	-17%
Clc1ccc(OCc2nnc(-c3ccccc3Br)o2)c(Cl)c1	-14%	6	9	12%	0%	8%	6%	i	-20%
CCOCC(=O)N1CCN(c2ccc(F)cc2)CC1	-12%	0	6	1%	-7%	0%	-7%	i	5%
C=CCSc1nnc2c(n1)OC=Nc1ccccc1-2	-5%	1	2	4%	-10%	18%	1%	i	-7%
c1ccc(CCN2CN=C(Nc3nc4ccccc4o3)NC2)cc1	-12%	5	7	10%	2%	10%	-5%	i	-6%
